Screens deposited in PubChem BioAssay by Broad Institute.
RAD52 inh: RAD52 DNA annealing inhibitors, primary screen, biochemical, FRET, single point, set 2; inhibition, % at 18.7 µM; DNA repair protein RAD52 homolog (Homo sapiens), P43351; 360,000 tested, 0.46% active; AID 651710, 2012; recombinant RAD52 DNA annealing, FRET fluorescence;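 active = every replicate showing at least 50% inhibition; inconclusive = mean inhibition at least 50% but not in every replicate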
PglD inh: C. jejuni PglD acetyltransferase inhibitors, primary screen, biochemical, DTNB colorimetric, single point. UDP-N-acetylbacillosamine N-acetyltransferase PglD (Campylobacter jejuni). AID 602405, 2012. purified PglD enzyme, DTNB colorimetric CoA detection. inhibition, % at 12.5 µM. 360,000 tested, 0.098% active; in the data active = inhibition above about 16%, passing the limit was not always enough; inconclusive = no clear call, values can overlap the other calls; also: strong numbers were not always called active
RAD54 inh: inhibitors of human RAD54 branch migration, primary screen, biochemical, fluorescence, single point | RAD54 Holliday junction branch migration, FAM/BHQ fluorescence | inhibition, % at 10.4 µM | 360,000 tested, 0.14% active;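 active = mean normalized replicate activity at least 40 and at least half of replicates scoring 40 or more; inconclusive = only one of the two criteria met; inactive = mean below 40 and under half of replicates reaching 40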;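 also: 0% = median of neutral control wells and 100% = median of positive control wells; inhibitors cause a drop in the FAM fluorescence signal; in these data hits start at about 50%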
Target sequence (Q92698 whole entry, looked up): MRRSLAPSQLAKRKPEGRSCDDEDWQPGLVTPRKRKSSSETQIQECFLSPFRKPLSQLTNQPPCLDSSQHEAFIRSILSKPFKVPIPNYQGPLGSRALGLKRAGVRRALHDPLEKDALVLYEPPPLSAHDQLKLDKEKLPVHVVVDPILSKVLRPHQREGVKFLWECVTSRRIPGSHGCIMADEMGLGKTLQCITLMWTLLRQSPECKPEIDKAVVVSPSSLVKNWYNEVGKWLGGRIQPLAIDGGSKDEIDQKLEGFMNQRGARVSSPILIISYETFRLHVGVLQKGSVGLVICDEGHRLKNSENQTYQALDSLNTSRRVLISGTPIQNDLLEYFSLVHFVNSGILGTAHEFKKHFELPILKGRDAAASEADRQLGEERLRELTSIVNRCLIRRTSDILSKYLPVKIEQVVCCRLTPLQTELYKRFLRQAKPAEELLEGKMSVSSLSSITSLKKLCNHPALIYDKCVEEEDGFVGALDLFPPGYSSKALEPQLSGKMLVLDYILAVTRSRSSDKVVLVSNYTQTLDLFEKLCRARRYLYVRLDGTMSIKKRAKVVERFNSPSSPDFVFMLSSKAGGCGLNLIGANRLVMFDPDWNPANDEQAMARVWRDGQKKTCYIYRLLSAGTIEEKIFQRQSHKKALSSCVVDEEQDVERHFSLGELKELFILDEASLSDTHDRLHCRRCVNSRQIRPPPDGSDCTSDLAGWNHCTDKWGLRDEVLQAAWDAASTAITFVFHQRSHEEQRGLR
ARNT TACC3 PPI: disruptors of ARNT/TACC3 protein interaction, primary screen, biochemical, AlphaScreen, single concentration. AlphaScreen His-ARNT PAS-B/GST-TACC3 binding, luminescence; TACC3 fragment carries E629A point mutation. inhibition, % at 9.99 µM. 390,000 tested, 0.66% active;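 active = mean inhibition of replicates at least 50% and at least half of replicates each reaching 50%; inconclusive = half or more replicates reach 50% but mean below 50%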;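 also: 0% = complete ARNT plus TACC3 wells and 100% = ARNT alone without TACC3; many hits fall short of the cut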
Casp6 inh: human caspase-6 inhibitors, primary screen, biochemical, VEID-R110 fluorescence, single point, set 2; inhibition, % at 12.5 µM; purified caspase-6, Z-VEID-R110 cleavage fluorescence; P55212; 350,000 tested, 0.53% active;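 active = mean inhibition across replicates at least about 35%, with every replicate also reaching that limit, limit read from the data; inconclusive = only one of the two criteria met; inactive = neither criterion met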;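 also: 0% = median of neutral control wells and 100% = no fluorescence left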
Target sequence (P55212 24-179 limits assumed): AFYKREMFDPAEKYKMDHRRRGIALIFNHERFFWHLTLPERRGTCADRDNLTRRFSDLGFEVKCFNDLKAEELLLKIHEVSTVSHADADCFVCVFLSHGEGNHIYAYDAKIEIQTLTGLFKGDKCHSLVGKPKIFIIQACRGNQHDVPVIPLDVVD
Target sequence (P55212 194-293 limits assumed): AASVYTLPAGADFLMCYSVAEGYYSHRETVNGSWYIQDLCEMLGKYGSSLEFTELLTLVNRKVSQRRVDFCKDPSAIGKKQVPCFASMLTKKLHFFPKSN
esBAF inh: Bmi1 luciferase reporter increase in mESCs, primary screen, esBAF inhibitor project, mouse ES cells, Bmi1 luciferase knock-in, single point; AID 602393, 2012; reporter increase, % at 12.5 µM; 24 h; 100% = twice the neutral-well signal; 350,000 tested, 2% active; in the data active = activation above about 40%; inconclusive = no clear call, values can overlap the other calls;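 also: 0% = median of the plate's neutral control wells and 100% = double that signal; a rise in the Bmi1 reporter signal indicates esBAF inhibition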
E-sel inducer: E-selectin induction in HUVECs, primary screen, imaging, HUVEC, immunofluorescence imaging, single point | P16581 | normalized: neutral wells 0, TNF-alpha wells 100 | activation, % at 7.58 µM | 260,000 tested, 0.37% active | AID 686992, 2013;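 active = mean E-selectin-positive cell signal at least 10% of the positive control, reached in at least 60% of replicates, without over 20% cell loss; inconclusive = no rule given, readout overlaps actives, possibly toxicity-flagged; inactive = the rest, including those meeting only one limit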;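 also: in these data hits start at about 27%; measured in HUVEC primary endothelial cells; signal is the percent of cells scored E-selectin positive by PE staining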
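System: HUVEC / Compound: single concentration / Signal: immunofluorescence imaging / Read-out: percent E-selectin-positive cells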
ERp5 inh: inhibitors of ERp5-driven insulin aggregation, primary screen, biochemical, turbidity, absorbance 650 nm, single point; inhibition, % at 9.99 µM; 90 min; Protein disulfide-isomerase A6 (Homo sapiens), Q15084; 350,000 tested, 0.05% active; AID 651711, 2012;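 active = mean replicate inhibition above about 25%, with every replicate also reaching it, limit read from the data, passing the limit was not always enough; inconclusive = only one of those two criteria met; inactive = neither criterion met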
Starred values were filed as active, the others as inactive; u = inconclusive; x = no result given.

#1 O=C(C[C@H]1CC[C@@H](NC(=O)Nc2ccc3c(c2)OCO3)[C@H](CO)O1)NCCCN1CCOCC1
#2 CCOc1ccc(N=C2C(=O)Nc3ccc(C)c(Br)c32)cc1
#3 O=c1n(-c2ccccc2)c(=O)n2n1CC(COc1ccccc1)=C([C@H](O)c1ccccc1)[C@@H]2CO
#4 Cc1cc2c3c(c1)C(C)CC(C)(C)N3C(=O)C2=C(C#N)C#N (centres undefined)
#5 C[C@H](CO)N1C[C@H](C)[C@@H](CN(C)CC2CCOCC2)Oc2ncc(-c3ccc(C#N)cc3)cc2C1=O
#6 CC(C)OC(=O)Nc1ccc2c(c1)N(C(=O)CCN(C)C)c1ccccc1CC2
screen / no.	1	2	3	4	5	6
RAD52 inh	-3	-8	15	-7	5	-7
PglD inh	1	6	2	2	-1	-3
RAD54 inh	5	-1	-20	9	6	4
ARNT TACC3 PPI	-3	2	-1	-4	1	5
Casp6 inh	-5	0	1	-1	1	5
esBAF inh	-3	1	x	0	1	6
E-sel inducer	-0.1	x	x	2.8	-0.2	2.0
ERp5 inh	0	2	3	3	2	-1

#7 Cc1cc(-c2n[nH]c(=S)n2/N=C/c2cccs2)n[nH]1
#8 CC(C(=O)NC1=NCCS1)N1C(=O)C2CC=CCC2C1=O (centres undefined)
#9 Cc1nccn1CC(O)COc1ccccc1 (centres undefined)
#10 CCOP(=O)(c1ccc(N(C)C)cc1)C(O)c1cc(OC)c(OC)c(OC)c1 (centres undefined)
#11 O=C(CSc1n[nH]c(=O)n1-c1ccccc1)N1CCOCC1
#12 CCOc1cccc(C(=O)Nc2cccc(-c3nc4ncccc4o3)c2C)c1
screen / no.	7	8	9	10	11	12
RAD52 inh	-13	x	x	x	1	x
PglD inh	x	2	0	-7	2	-10
RAD54 inh	x	4	5	-2	4	10
ARNT TACC3 PPI	-5	7	4	-6	-1	7
Casp6 inh	-1	x	x	x	-4	x
esBAF inh	x	3	-5	2	-4	8
E-sel inducer	7.3	x	x	x	x	x
ERp5 inh	3	x	x	x	-1	x

#13 C[C@@H]1CN([C@H](C)CO)C(=O)c2cccc(NC(=O)C3CC3)c2O[C@@H]1CN(C)Cc1ccc(-c2ccccc2)cc1
#14 Cc1cccc(C(=O)Nc2sc3c(c2C(=O)O)CCC3)c1
#15 CCc1onc(C)c1C(=O)O
#16 CC(=O)c1cccc(NC2c3ccccc3C(=O)N2Cc2ccc3c(c2)OCO3)c1 (centres undefined)
#17 CSc1nsc(NN)n1
#18 CC(C)N1C(=O)S/C(=C\c2ccc(-c3ccc(Cl)c(C(=O)O)c3)o2)C1=O
screen / no.	13	14	15	16	17	18
RAD52 inh	13	-9	1	5	-4	-35
PglD inh	-4	-4	-3	-8	3	-17
RAD54 inh	-1	-4	2	5	-13	-6
ARNT TACC3 PPI	5	-2	-12	1	x	-5
Casp6 inh	0	5	2	1	x	18
esBAF inh	5	u	-6	-1	15	48*
E-sel inducer	-0.3	x	x	0.2	3.0	x
ERp5 inh	1	0	3	2	3	2

#19 COCCCn1c(=NC(=O)c2ccncc2)c(C#N)cc2c(=O)n3cccc(C)c3nc21
#20 CC(C)NC(=O)N[C@H]1CC[C@H](CCNC(=O)C2CCC2)O[C@H]1CO
#21 Nc1ccc(S(=O)(=O)Nc2nccc(/C=C/c3ccc(Cl)cc3)n2)cc1
#22 COc1cccc(NC(=O)N[C@@H]2CC[C@H](CC(=O)NCc3ccccn3)O[C@@H]2CO)c1
#23 O=C(CNC(=O)c1cccc(OC(F)F)c1)OCn1nnc2ccccc2c1=O
#24 O=C(NCCc1ccncc1)[C@@H]1[C@@H](CO)[C@@H]2Cn3c(cccc3=O)[C@H]1N2Cc1ccccc1F
screen / no.	19	20	21	22	23	24
RAD52 inh	x	12	-8	10	-25	14
PglD inh	-4	0	0	3	x	-1
RAD54 inh	-6	-4	2	-2	x	-1
ARNT TACC3 PPI	-25	-19	-6	x	0	-5
Casp6 inh	x	22	-2	-1	3	2
esBAF inh	-4	-3	x	-2	x	-1
E-sel inducer	x	0.3	x	-0.4	x	-0.2
ERp5 inh	x	-14	-3	0	-3	0

Next part (2 carried over from the part before).
#23 O=C(CNC(=O)c1cccc(OC(F)F)c1)OCn1nnc2ccccc2c1=O
#24 O=C(NCCc1ccncc1)[C@@H]1[C@@H](CO)[C@@H]2Cn3c(cccc3=O)[C@H]1N2Cc1ccccc1F
#25 CC(=O)N1CCN(c2ccc(NCc3ccc(C(C)C)cc3)cc2)CC1
#26 Cc1cc(C)cc(NC(=O)COC(=O)CNC(=O)C2CCCCC2)c1
#27 Cc1cnc(NCCc2ccccc2)s1
#28 CC(C)(C)S(=O)(=O)N1C[C@H]2CC(=O)C(CCO)=C2[C@@H]1CCO
#29 COc1ccc(Cc2nc3ccc(C(=O)NC(C)c4cn(C)nc4C)cc3o2)cc1 (centres undefined)
#30 O=C(NCCc1ccccc1)c1ccc2nccnc2c1
screen / no.	23	24	25	26	27	28	29	30
RAD52 inh	-25	14	x	-2	3	-16	-2	-21
PglD inh	x	-1	3	x	-8	x	-2	x
RAD54 inh	x	-1	-1	x	3	x	2	x
ARNT TACC3 PPI	0	-5	5	x	-4	x	-1	-3
Casp6 inh	3	2	x	1	1	0	-2	8
esBAF inh	x	-1	2	-7	28	x	7	x
E-sel inducer	x	-0.2	x	-0.2	x	0.5	0.0	x
ERp5 inh	-3	0	x	-8	-2	-5	4	17

#31 COc1cc2c(cc1OC)-c1nnc(C)n1C1(CCCC1)C2
#32 Cc1ccc(N(C)S(=O)(=O)c2cccc(C(=O)OCC(=O)c3c(N)n(C)c(=O)n(C)c3=O)c2)cc1
#33 C[C@@H]1CN([C@@H](C)CO)C(=O)c2cc(NC(=O)CCN3CCOCC3)ccc2O[C@H]1CN(C)C
#34 CO[C@@H]1CC[C@@H]2CCOc3ccc(C#N)cc3C(=O)N(C)C[C@@H](c3ccccc3)CC(=O)N(C)C[C@H]1O2
#35 C/C(=N\OC(=O)Nc1ccc(Cl)cc1)c1ncc(C(F)(F)F)cc1N1CCOCC1
#36 Cc1nn(CC(=O)NCc2ccccc2)c(=O)c2ccccc12
screen / no.	31	32	33	34	35	36
RAD52 inh	-14	-13	8	-16	x	x
PglD inh	5	-2	4	1	4	-6
RAD54 inh	1	0	13	6	17	7
ARNT TACC3 PPI	0	13	-10	-4	2	-8
Casp6 inh	1	4	-4	-3	x	x
esBAF inh	-6	8	-4	-1	23	-6
E-sel inducer	0.0	6.3	x	0.0	x	x
ERp5 inh	-6	0	1	9	x	x

2 compounds from above, limited to RAD52 inh and ARNT TACC3 PPI.
item	molecule	RAD52 inh	ARNT TACC3 PPI
36	Cc1nn(CC(=O)NCc2ccccc2)c(=O)c2ccccc12	x	-8
31	COc1cc2c(cc1OC)-c1nnc(C)n1C1(CCCC1)C2	-14	0

Next part:
#37 Cc1cc(C)cc(OCC(=O)O/N=C(\N)Cc2ccc([N+](=O)[O-])cc2)c1
#38 Cc1ccccc1-c1ccc2c(c1)O[C@@H](CN(C)C(=O)c1ccccn1)[C@@H](C)CN([C@@H](C)CO)S2(=O)=O
#39 O=C(CCc1ccccc1)NNC(=O)COc1ccccc1Cl
#40 CC(=O)Nc1ccc(-n2c(=O)c3ccccc3c3ccccc3c2=O)cc1
#41 O=C(CN1CCS(=O)(=O)CC1)N/N=C/c1cccc(C(F)(F)F)c1
#42 Cc1ccc(NC(=O)C2Cc3ccccc3C(=O)O2)cc1 (centres undefined)
screen / no.	37	38	39	40	41	42
RAD52 inh	-22	-10	-9	-9	-2	-11
PglD inh	0	2	-6	x	3	x
RAD54 inh	6	-2	3	x	-2	x
ARNT TACC3 PPI	x	1	-3	-4	-9	-4
Casp6 inh	1	0	6	1	-2	9
esBAF inh	x	-2	-6	x	1	x
E-sel inducer	-0.3	-2.7	x	-0.3	-0.1	3.1
ERp5 inh	6	-14	-5	6	4	5

#43 COC(CNC(=O)c1cn(C)c2ccc(S(=O)(=O)N3CCOCC3)cc2c1=O)OC
#44 CCC(=O)N(C)C[C@H]1Oc2cc(C#CC3CC3)ccc2S(=O)(=O)N([C@H](C)CO)C[C@H]1C
#45 O=C(O)c1ccc(N/N=C/c2ccc(F)c(F)c2)cc1
#46 CC(C)(C)OC(=O)N1CCC(CC2CC(c3ccccc3)=NO2)(C(=O)O)CC1 (centres undefined)
#47 C/C(N)=C(/C#N)C(=O)COC(=O)c1ccncc1
#48 Cc1ccc(S(=O)(=O)N2C3CC(c4ccccc4)N(S(=O)(=O)c4ccccc4Cl)CC3C(=O)C[C@H]2c2ccccc2)cc1 (some centres undefined)
screen / no.	43	44	45	46	47	48
RAD52 inh	12	12	-6	-10	x	2
PglD inh	4	2	x	-2	-1	x
RAD54 inh	-14	-6	x	-4	11	x
ARNT TACC3 PPI	-2	-6	5	x	8	x
Casp6 inh	-7	-1	4	-7	x	-1
esBAF inh	-1	-9	-8	-6	-9	x
E-sel inducer	x	0.8	-0.2	0.0	x	-0.3
ERp5 inh	1	9	-2	0	x	-1

#49 C=CCN(Cc1ccc(OC)c(OC)c1)C(=O)N1CCOCC1
#50 O=C(Cn1cnc2c(oc3nc4c(cc32)CCCC4)c1=O)Nc1cccc(Cl)c1
#51 O=C(NCC[C@@H]1CC[C@H](NC(=O)C2CCCCC2)[C@@H](CO)O1)Nc1ccc(Cl)cc1
#52 O=C(O)/C=C/C(=O)Nc1cccc(C(F)(F)F)c1
#53 CCCC[n+]1ccn(C2=C([O-])c3ccccc3C(=O)/C2=N\S(=O)(=O)c2ccc(Cl)cc2)c1
#54 O=C(Nc1ccc(F)cc1)N1CCCCN2[C@H](CO)[C@H](c3ccc(-c4cccc(F)c4)cc3)[C@@H]2C1
#55 Cc1nn(-c2ccccc2)c(C)c1NC(=O)COc1ccc(F)cc1Cl
#56 Cc1ccccc1CN(C)C[C@@H]1OCc2cn(nn2)CCCC(=O)N([C@H](C)CO)C[C@@H]1C
screen / no.	49	50	51	52	53	54	55	56
RAD52 inh	-6	-21	-6	-11	-43	-12	-4	3
PglD inh	0	4	9	x	x	4	x	4
RAD54 inh	-22	10	4	x	x	12	x	10
ARNT TACC3 PPI	15	-1	-5	-9	-2	4	-1	-6
Casp6 inh	-3	1	x	0	3	-2	0	-1
esBAF inh	3	-2	19	x	x	-4	x	-5
E-sel inducer	0.0	x	-0.3	x	x	-0.8	-3.2	0.3
ERp5 inh	11	-2	-2	2	-3	-2	-2	1
